# NCI-60 one-dose screen, 48 h, at 10 µM unless noted. Numbers give growth in % (100 = growth as untreated, 0 = no growth, -100 = all killed).
# OVCAR-8 – OVCAR-8 ovarian cancer. 4.4% of 81,000 active. AID 1794782
# DU-145 – DU-145 prostate cancer. AID 1794760. 4.2% of 81,000 active
# U251 – U251 CNS tumor cells. 5.4% of 80,000 active
# SNB-19 – SNB-19 CNS cancer cells. 2.5% of 81,000 active
# SF-295 – SF-295 CNS cancer cells. 5.6% of 79,000 active
# OVCAR-3 – OVCAR-3 ovarian cancer; 7% of 79,000 active
# SF-268 – SF-268 CNS cancer cells. AID 1794759. 3.1% of 82,000 active
# SF-539 – SF-539 CNS cancer; AID 1794752; 6.8% of 81,000 active
# PC-3 – PC-3 prostate cancer cells. 3.9% of 80,000 active. AID 1794754
# An asterisk follows results filed as active; . = not tested or not shown. Rule for the calls: active = growth percent below 10; inactive = the rest.
SMILES,OVCAR-8,DU-145,U251,SNB-19,SF-295,OVCAR-3,SF-268,SF-539,PC-3
CS(=O)(=O)N(c1ccccc1[N+](=O)[O-])S(C)(=O)=O,109.2,125.2,108.9,.,96.9,116.7,110.8,100.7,113.1
CCCCn1c(SCCc2c[nH]c3ccccc23)nnc1-c1ccncc1,100.9,111.4,103.0,92.6,98.1,.,97.0,93.5,89.3
O=C(O)C(S)c1ccc2ccccc2c1 (configuration not stated),106.2,112.2,100.0,100.9,111.0,100.9,108.1,104.9,85.5
Cn1c(=O)c2c(nc(Cl)n2C)n(C)c1=O,102.0,99.5,102.1,103.3,90.4,105.1,98.7,99.6,100.9
C1=C(c2ccccc2)n2cnc3ncnc(c32)S1,99.3,101.6,102.1,103.2,96.1,94.7,96.4,98.5,89.6
N/C(=N/S(=O)(=O)c1ccc(N)cc1)c1ccccc1,97.3,103.8,94.7,99.7,99.2,111.7,102.9,98.3,87.9
CCCCCCCCCCCC[n+]1ccccc1,0.8*,16.0,-0.7*,8.6*,-36.5*,-32.9*,11.5,-2.4*,-38.2*
Nc1cccc(NC(=O)c2cccc(N)c2)c1,101.3,109.7,104.9,98.1,100.8,112.6,105.8,92.0,93.8
O=C(CCc1nnc(-c2cc(O)c(O)c(O)c2)o1)c1nc2ccccc2[nH]1,101.8,108.6,101.9,106.1,81.1,105.8,94.1,98.8,96.1
Cc1ccc(/C=N\NC(=O)c2ccccc2)cc1,105.1,115.4,110.6,94.0,99.0,107.4,105.9,98.6,95.4
O=S1(=O)N(CCNc2nccc(-c3c(-c4cccc(O)c4)nc4sccn34)n2)CCN1Cc1ccccc1,48.3,74.1,69.0,112.5,62.8,64.9,86.0,63.9,63.0
CCOC(=O)c1ccc(C=O)cc1,100.9,100.6,97.7,115.1,102.6,103.2,100.5,108.7,102.1
CC(=O)[C@H]1CC[C@H]2[C@@H]3CCC4CC(=O)CC[C@]4(C)[C@H]3C(C)(O)C[C@]12C (some centres not stated),90.7,110.8,96.5,108.7,107.7,117.6,102.4,87.3,91.8
CN(C)C(=O)c1ccc(Cl)c(Cl)c1,108.6,102.7,101.4,103.6,102.2,105.0,98.3,104.0,94.8
CNC(=O)Nc1ccc(-c2ccc3ncnc(Nc4cccc(Cl)c4)c3c2)cc1,54.6,44.8,54.9,69.6,59.9,39.6,52.2,74.3,45.1
COc1ccc(C2N(c3cccc(Cl)c3)N=C(C(C)=O)N2[C@@H]2[C@@H](OC(C)=O)O[C@@H](COC(C)=O)[C@H](OC(C)=O)[C@H]2OC(C)=O)cc1 (some centres not stated),83.5,87.7,81.6,74.2,63.5,64.5,80.0,81.2,39.4
Nc1ncnc2c1c(-c1ccc(Oc3ccccc3)cc1)nn2CC1SSCC1O (configuration not stated),67.7,49.0,39.7,45.5,73.0,11.9,48.8,41.2,61.7
COC(=O)[C@]12CC[C@@H](C(C)=O)[C@@H]1[C@H]1CC[C@@H]3[C@@]4(C)c5c([nH]c6ccccc6c5=O)C(C)(C)[C@@H]4CC[C@@]3(C)[C@]1(C)CC2,95.4,97.0,110.0,110.7,110.6,94.2,91.4,106.8,66.5
c1coc(-c2nc(N=C3N=c4ccccc4=N3)[nH]c2-c2ccco2)c1,107.2,106.7,104.5,100.8,94.6,102.9,109.1,100.7,93.5
CN(C(=O)c1ccc(C(F)(F)F)cc1)c1sc2c(c1C#N)CCC(=O)C2,80.1,101.6,30.4,90.0,98.7,73.6,98.0,33.3,30.0
O=C(Nc1ccc(-c2n[nH]c(=S)o2)cc1)c1ccccn1,101.7,121.8,100.2,94.4,99.1,108.9,105.9,101.0,93.0
COc1cc(C(CC(=O)c2ccccc2)CC(=O)c2ccccc2)ccc1O,104.0,105.9,107.4,105.3,97.3,101.7,94.3,106.7,95.6
CCOC(=O)/C=C1\S/C(=N\Nc2cc(=O)[nH]c3ccc(OC)cc23)N(c2ccccc2)C1=O,98.7,98.6,92.9,95.0,101.9,95.8,100.5,97.4,99.3
O=C(Nc1ccc(F)cc1)C1CCN(S(=O)(=O)c2ccc(Cl)cc2)CC1,49.2,99.7,93.2,94.1,91.0,100.1,96.7,101.3,84.5
C=CCn1c(-c2cc3ccc2CCc2ccc(cc2)CC3)n[nH]c1=S,106.1,105.5,97.0,97.0,96.0,108.0,99.9,98.6,91.1

# Sorted by molar mass (high to low): 11 of the compounds above
SMILES,OVCAR-8,DU-145,U251,SNB-19,SF-295,OVCAR-3,SF-268,SF-539,PC-3
COc1ccc(C2N(c3cccc(Cl)c3)N=C(C(C)=O)N2[C@@H]2[C@@H](OC(C)=O)O[C@@H](COC(C)=O)[C@H](OC(C)=O)[C@H]2OC(C)=O)cc1 (some centres not stated),83.5,87.7,81.6,74.2,63.5,64.5,80.0,81.2,39.4
COC(=O)[C@]12CC[C@@H](C(C)=O)[C@@H]1[C@H]1CC[C@@H]3[C@@]4(C)c5c([nH]c6ccccc6c5=O)C(C)(C)[C@@H]4CC[C@@]3(C)[C@]1(C)CC2,95.4,97.0,110.0,110.7,110.6,94.2,91.4,106.8,66.5
O=S1(=O)N(CCNc2nccc(-c3c(-c4cccc(O)c4)nc4sccn34)n2)CCN1Cc1ccccc1,48.3,74.1,69.0,112.5,62.8,64.9,86.0,63.9,63.0
O=C(Nc1ccc(F)cc1)C1CCN(S(=O)(=O)c2ccc(Cl)cc2)CC1,49.2,99.7,93.2,94.1,91.0,100.1,96.7,101.3,84.5
CN(C(=O)c1ccc(C(F)(F)F)cc1)c1sc2c(c1C#N)CCC(=O)C2,80.1,101.6,30.4,90.0,98.7,73.6,98.0,33.3,30.0
COc1cc(C(CC(=O)c2ccccc2)CC(=O)c2ccccc2)ccc1O,104.0,105.9,107.4,105.3,97.3,101.7,94.3,106.7,95.6
O=C(CCc1nnc(-c2cc(O)c(O)c(O)c2)o1)c1nc2ccccc2[nH]1,101.8,108.6,101.9,106.1,81.1,105.8,94.1,98.8,96.1
C=CCn1c(-c2cc3ccc2CCc2ccc(cc2)CC3)n[nH]c1=S,106.1,105.5,97.0,97.0,96.0,108.0,99.9,98.6,91.1
CCCCCCCCCCCC[n+]1ccccc1,0.8*,16.0,-0.7*,8.6*,-36.5*,-32.9*,11.5,-2.4*,-38.2*
Cc1ccc(/C=N\NC(=O)c2ccccc2)cc1,105.1,115.4,110.6,94.0,99.0,107.4,105.9,98.6,95.4
CN(C)C(=O)c1ccc(Cl)c(Cl)c1,108.6,102.7,101.4,103.6,102.2,105.0,98.3,104.0,94.8

# Other records
SMILES,OVCAR-8,DU-145,U251,SNB-19,SF-295,OVCAR-3,SF-268,SF-539,PC-3
C#CCOc1ccc(/C=N/Nc2nc(-c3cc4cc(OC)ccc4oc3=O)cs2)cc1OC,50.8,31.5,38.5,75.3,41.2,63.5,57.2,28.2,20.8
Cc1cc(NS(=O)(=O)c2ccc(N=C3NC(=O)/C(=C/c4coc5ccccc5c4=O)S3)cc2)no1,.,125.0,101.5,99.6,.,115.8,118.8,101.3,101.3
COc1ccc(-c2nn(-c3cccc(Cl)c3)cc2-c2cc(-c3cccs3)no2)cc1,60.7,66.5,.,67.2,24.1,54.0,43.7,78.9,32.7
O=C(O)c1cn(C2CC2)c2cc(N3CCN(C(=O)c4ccc(Br)cc4)CC3)c(F)cc2c1=O,98.7,105.7,103.7,90.8,96.6,107.3,82.5,97.6,87.8
O=S(=O)(Oc1ccccn1)c1ccc(Br)cc1,105.6,103.3,100.0,104.0,99.7,103.3,93.7,98.8,95.7
N#Cc1ccoc1,107.7,117.8,97.0,107.0,113.1,116.2,133.9,109.1,96.2
Cc1ccc(NC(=O)n2ncc3cc(Nc4ncnc5ccccc45)ccc32)cc1Cl,112.1,93.8,.,104.5,98.1,100.2,102.7,105.7,86.4
CC(=O)c1ccccc1OC(=O)c1ccccc1,101.4,130.3,99.8,.,95.2,120.5,120.7,101.7,94.4
CC(=O)Nc1nonc1-n1nnc(-c2csc(N)n2)c1C,106.3,116.0,105.7,108.0,104.4,116.7,108.3,109.9,96.8
O=C1/C(=C/c2cccc(F)c2)CN(C(=O)C(Cl)Cl)C/C1=C\c1cccc(F)c1,-48.3*,-81.5*,-90.2*,-88.2*,-71.2*,-92.2*,-29.6*,-98.6*,-77.8*
COc1ccc(OC)c(/C=C/c2nc(SC)n(-c3ccc(Cl)cc3)n2)c1,78.5,93.9,78.1,81.4,46.8,.,91.7,88.5,38.9
Cc1c(C(N)=O)sc2c1c(=O)n(Cc1ccccc1)c1nnc(S(=O)(=O)CC(=O)NCc3ccccc3)n21,.,127.4,112.1,113.8,109.3,108.9,119.1,.,99.6
CCCCCc1ccc(S(=O)(=O)Nc2cc(-c3csc(N)n3)ccc2OC)cc1,95.9,107.2,95.8,91.3,84.8,.,94.7,89.7,90.8
C1OC1CN1CCC(C2CCN(CC3CO3)CC2)CC1 (configuration not stated),81.4,86.8,78.8,91.2,.,94.4,84.7,80.7,71.7
COc1cc(-c2cc(/C=C3\C(=O)Nc4ccccc43)[nH]n2)cc(OC)c1OC,40.8,82.5,56.1,65.8,70.6,57.8,74.8,67.8,19.0
O=C1CCC/C=C\C[C@H]2C=CC(=O)/C2=C/C[C@H](C/C=C\CC(F)(F)F)O1,10.4,-3.7*,-65.5*,11.3,-19.7*,-69.7*,-1.5*,-40.1*,-42.5*
C=C(C)CN=CC1(C)CCC(C)=CO1 (configuration not stated),100.5,105.0,95.7,97.3,106.9,105.6,98.6,110.5,85.9
COc1cc2c(c3c1OCO3)C(c1ccc3c(c1)OCO3)=NC(C)C2 (configuration not stated),96.1,114.8,92.5,85.5,89.2,115.2,106.3,101.5,.
NC1=NC(c2ccc(Cl)cc2)c2c(n[nH]c2N)N1 (configuration not stated),108.1,114.0,99.7,96.4,104.0,110.2,108.6,106.0,87.6
COc1nc2c(c(=O)n1C)CN(c1ccccc1)C(=O)CN2,95.9,109.8,98.5,97.0,90.3,115.4,98.0,109.2,.
CCOC(=O)COc1ccc(/C(CC)=C(/CC)c2ccc(OCC(=O)OCC)cc2)cc1,106.4,111.9,94.0,94.8,104.8,110.9,108.2,100.2,95.9
O=C1/C(=C/c2ccccc2O)CC/C1=C\c1ccccc1O,68.9,46.1,69.1,31.3,98.6,30.9,71.3,82.3,8.9*
CN1CCN(C(=O)CNc2nnc(-c3cccnc3SCc3ccccc3)s2)CC1,96.9,99.4,101.2,104.8,92.6,108.3,99.4,99.5,91.5
N#Cc1nn(-c2ccccn2)c(N)c1C#N,106.4,104.0,103.0,100.9,96.2,113.9,97.2,97.2,95.4
Cc1ccc2c(c1C)CC[C@H]1[C@H]2CCC2=CC(=O)CC[C@@]21C,95.7,100.0,84.5,95.0,101.3,99.8,92.3,91.0,67.7
# (list continues)
SMILES,OVCAR-8,DU-145,U251,SNB-19,SF-295,OVCAR-3,SF-268,SF-539,PC-3
CC1CC(=O)NN1 (configuration not stated),105.2,108.3,.,101.3,91.7,108.2,107.2,101.8,104.9
CN(C)C(=O)OC1CCCCC1,110.3,106.8,111.1,97.5,106.6,98.6,102.9,92.4,89.5
CC(C)(C)OC(=O)n1cc(-c2nc(-c3c[nH]c4c(Cl)nccc34)cs2)c2ccccc21,85.9,90.2,80.3,99.6,113.2,100.3,96.6,89.4,81.6
CCOC(=O)C1CC(O)CN1C (configuration not stated),110.0,109.9,114.5,116.3,99.9,111.0,107.9,100.9,97.3
CC1(C)CC[C@]2(C(=O)O)CC[C@]3(C)C(=CCC4[C@@]5(C)C[C@@H](O)[C@H](O)[C@@](C)(CO)C5CC[C@]43C)C2C1 (some centres not stated),99.3,103.2,99.4,93.1,93.4,114.0,96.1,93.8,86.1
COc1cc(Cl)cc(-c2nn(C(=O)NCCN(C)C)cc2-c2ccncc2)c1,30.6,102.8,80.7,78.0,102.0,103.1,82.8,58.8,75.6
C=CCn1c(SCC(=O)Nc2ccc(C(=O)/C=C/c3ccccc3)cc2)nnc1-c1ccc(Cl)cc1,69.4,80.6,78.2,72.2,71.6,84.8,73.2,66.2,72.2
COc1ccc([N+](=O)[O-])cc1NC(=O)OC(C)C,104.6,95.4,91.1,97.6,90.8,95.8,90.3,102.8,100.4
O=C(Nc1ccc([N+](=O)[O-])cc1)Nc1nccnn1,107.9,165.4,93.1,98.4,129.0,94.6,103.6,121.3,95.2
CCOC(=O)c1csc(NC(=O)COc2cccc(/C=C3\Oc4cc(OC)ccc4C3=O)c2)n1,74.2,101.9,79.2,83.4,121.4,78.4,108.7,106.4,78.3
COc1cc(-c2nc(SCCC(C)C)nc(Nc3ccccc3)c2C#N)cc(OC)c1OC,97.7,97.1,85.0,99.4,100.0,103.0,95.9,96.2,83.8
O=C(Nc1cccc2ccccc12)OCc1ccccc1,106.8,105.8,95.4,105.4,108.9,114.5,103.2,95.4,101.1
COc1ccc(-c2oc(=O)ccc2-c2cc(OC)c(OC)c(OC)c2)cc1F,79.9,109.2,81.9,92.1,62.4,106.7,95.3,80.4,66.4
COC(=O)c1ccc(CNc2nc(=O)n(Cc3ccc(Cl)cc3)c(=O)[nH]2)cc1,108.0,130.1,110.6,98.5,103.7,115.3,114.7,98.9,.
CCNc1ccc(N=Nc2c(S(=O)(=O)O)cc3cc(S(=O)(=O)O)cc(O)c3c2O)cc1,109.2,110.7,110.6,100.3,118.4,110.9,102.9,136.2,109.0
CCCCN(CCCC)CCCCCCCCCCO,107.3,110.5,101.8,110.4,.,104.4,108.9,104.6,115.1
O=c1[nH]c(CCc2c[nH]c3ccccc23)nc2ccccc12,104.2,102.4,105.6,97.9,103.6,105.8,94.9,94.9,92.0
COc1cc2c(c(OC)c1OC)C(c1cc(C3CCNCC3)ccc1F)NC(=O)N2 (configuration not stated),94.0,110.0,93.4,100.4,101.4,103.8,110.4,108.8,92.8
Cc1cccc(C(C#N)c2ccc(N)cc2)c1 (configuration not stated),99.9,107.6,100.5,100.7,88.0,107.9,99.9,96.5,89.7
Fc1ccc(-c2nc3ccccc3n3cccc23)cc1,92.0,108.9,92.5,92.1,89.8,98.5,91.5,.,73.1
N#Cc1nc(-c2ccccc2)oc1N1CC[C@H](CO)C1,100.1,106.1,97.0,93.8,92.4,.,99.3,100.9,94.8
COc1ccc2c(c1)c(-c1noc(C(=O)c3cn(C)c4ncccc34)n1)cn2C,93.5,94.9,78.1,87.4,102.1,110.3,93.8,65.2,92.2

# Screens deposited in PubChem by NCI.
